Bioassay records (PubChem)
CHO-K1 Ca antag: counter-screen for M1 antagonists: effect in parental CHO-K1 cells; ATP-induced calcium, Fluo-8 fluorescence; inhibition, % at 3 µM; hit rate 0.6% among 360,000;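 active = inhibition above a per-plate cutoff, the plate's mean sample inhibition plus 3 SD, cut at about 24% in these data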;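 also: 0% = DMSO plus EC80 ATP and 100% = DMSO alone without ATP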
CHRM1 antagonist: human CHRM1 antagonism; CHO-K1 hM1, Fluo-8 calcium fluorescence, ACh EC80 antagonist; inhibition, % at 3 µM; hit rate 1.3% among 360,000;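 active = percent inhibition above its own plate's cutoff, namely the mean of that plate's compound wells plus 3 SD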;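 also: peak over basal fluorescence ratio during 140 s after agonist addition; 0% = ACh EC80 plus DMSO and 100% = DMSO alone without agonist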
OXTR potentiator: potentiates the human oxytocin receptor response | P30559 | CHO-OTR cells, Fluo-8 calcium fluorescence, potentiator mode; 0% = oxytocin EC15, 100% = EC100 | activation, % at 3 µM | hit rate 0.061% among 320,000;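 active = activation above that plate's cutoff, the mean activation of tested compounds plus 3 SD, cut at about 6.6% in these data, passing the limit was not always enough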;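 also: 100% uses oxytocin at 75 nM as the full agonist control; some results filed as inactive read as strong as hits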
Target sequence (P30559 whole entry, looked up): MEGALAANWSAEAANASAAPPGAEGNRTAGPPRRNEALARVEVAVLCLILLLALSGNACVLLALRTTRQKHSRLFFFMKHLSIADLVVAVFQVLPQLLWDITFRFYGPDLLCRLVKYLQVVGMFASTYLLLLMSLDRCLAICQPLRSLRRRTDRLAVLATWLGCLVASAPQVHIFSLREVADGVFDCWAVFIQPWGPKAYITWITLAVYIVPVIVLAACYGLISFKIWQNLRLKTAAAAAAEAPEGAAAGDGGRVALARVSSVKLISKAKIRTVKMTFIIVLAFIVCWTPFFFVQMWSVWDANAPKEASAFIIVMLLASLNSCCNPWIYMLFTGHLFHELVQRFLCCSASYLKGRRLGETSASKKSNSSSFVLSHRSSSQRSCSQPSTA
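Material: CHO-OTR cells, human receptor; compound dosing: single dose, 3.0 µM nominal final compound concentration; schedule: 6 min compound pre-incubation at room temperature, 100 s kinetic read; measured by: kinetic Fluo-8 calcium fluorescence; read-out basis: % activation vs EC15 and EC100 oxytocin; controls: EC15 oxytocin alone as 0%, 75 nM oxytocin as 100%; replicates: singlicate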
CHO-K1 Ca PAM: M1 PAM counterscreen hit in parental CHO-K1 cells. ATP EC20, Fluo-8 calcium fluorescence; 0% at ATP EC20, 100% at ATP max. hit rate 0.02% among 360,000. activation, % at 3 µM. AID 602247;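 active = activation above the run cutoff, the mean activation of all test compounds plus 3 SD, cut at about 40% in these data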;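 also: peak over basal fluorescence ratio in a 140 s read after ATP addition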
TAAR1 ag: human TAAR1 agonism. Q96RJ0. hit rate 0.99% among 360,000. CHO RD-HGA16 TAAR1, Fluo-8 calcium fluorescence; vehicle wells 0%, saturating PEA agonist 100%. activation, % at 3 µM;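 active = activation above the mean activation of all test compounds in the run plus 3 SD, cut at about 38% in these data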
Target sequence (Q96RJ0 whole entry, looked up): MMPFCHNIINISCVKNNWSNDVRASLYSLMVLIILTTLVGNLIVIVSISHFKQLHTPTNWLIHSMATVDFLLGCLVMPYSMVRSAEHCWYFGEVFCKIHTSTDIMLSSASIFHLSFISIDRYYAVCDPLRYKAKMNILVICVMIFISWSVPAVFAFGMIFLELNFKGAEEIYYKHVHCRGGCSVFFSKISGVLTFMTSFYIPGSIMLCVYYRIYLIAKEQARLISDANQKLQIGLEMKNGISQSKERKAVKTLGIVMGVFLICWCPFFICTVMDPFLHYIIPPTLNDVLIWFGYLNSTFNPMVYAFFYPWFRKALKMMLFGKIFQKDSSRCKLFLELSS
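test system = CHO RD-HGA16 cells carrying human TAAR1 plus Gα16 | schedule = 17-24 h seeding, 75 min 37 °C dye, 30 min RT | compound dosing = 3 µM single concentration | control set = DMSO and PEA EC100 | replicates = n 1 | signal = Fluo-8 fluorescence, 5 s baseline then 140 s kinetic read | measure = percent activation vs PEA EC100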
CHO parental Ca: signal in parental CHO cells, OX1R antagonist counter-screen; parental CHO-K1, ATP-induced calcium, Fluo-8 fluorescence; inhibition, % at 5.6 µM; hit rate 0.63% among 330,000; AID 463079;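 active = inhibition above that plate's mean sample inhibition plus 3 SD, cut at about 26% in these data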;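 also: 0% = ATP-challenged DMSO wells and 100% = DMSO wells without ATP; some compounds past the cut are filed as inactive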
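Measured by: calcium-sensitive Fluo-8 fluorescence / Test system: CHO parental line / Controls: ATP-challenged DMSO wells low, unchallenged DMSO wells high / Measure: % inhibition / Compound: single nominal dose of 5.6 µM per compound / Replicates: single well per compound, no replicates / Reagent: ATP as calcium-mobilizing challenge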
TAAR1 antag: antagonists of human TAAR1 | inhibition, % at 3 µM | hit rate 1.5% among 360,000 | Q96RJ0 | CHO RD-HGA16 TAAR1, Fluo-8 calcium fluorescence, antagonist;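 active = inhibition above a per-plate cutoff, the mean inhibition of test compounds on that plate plus 3 SD, cut at about 49% in these data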;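 also: 0% = DMSO plus EC80 beta-PEA response and 100% = DMSO alone without agonist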
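test system = CHO RD-HGA16 cells bearing hTAAR1 | replication = singlicate | controls = DMSO-only wells and EC80 β-PEA-stimulated wells | reagent = EC80 β-phenethylamine stimulus | read-out basis = percent inhibition of PEA-evoked calcium signal, max/basal emission ratio | schedule = seeding 17-24 h prior, 75-min 37 °C, 30-min RT dye loading | signal = kinetic Fluo-8 calcium fluorescence measurement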
M1 ag parental: counter-screen for M1 agonists: effect in parental CHO-K1 cells; Fluo-8 calcium fluorescence; scaled to maximal ATP response, vehicle zero; hit rate 0.48% among 360,000; activation, % at 3 µM; in the data active = activation above about 15%;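 also: untransfected CHO-K1 host cells lacking M1 receptor as counterscreen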
M1 ag: agonists of human M1 muscarinic receptor | CHO-K1 hM1, Fluo-8 calcium fluorescence, agonist mode; 0% DMSO, 100% acetylcholine EC100 | AID 588814 | hit rate 0.33% among 360,000 | activation, % at 3 µM | P11229;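 active = activation above the run's mean compound activation plus 3 SD, cut at about 16% in these data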;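 also: peak over basal fluorescence ratio within a 140 s kinetic read after compound addition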
Starred values were filed as active, the others as inactive; . = not tested or not shown.

SMILES | CHO-K1 Ca antag | CHRM1 antagonist | OXTR potentiator | CHO-K1 Ca PAM | TAAR1 ag | CHO parental Ca | TAAR1 antag | M1 ag parental | M1 ag
CCN1CCN(C(=O)c2cc3cc4cc(OC)ccc4nc3s2)CC1 | -4.5 | -24.8 | -11.3 | 6.8 | 2.8 | -9.3 | -2.9 | -0.5 | -4.3
O=C(NCc1ccco1)c1cnc2ccccn2c1=O | 2.5 | 2.9 | -3.0 | 6.7 | 1.1 | -0.6 | -11.4 | -0.1 | -3.5
O=C(Nc1nc2ccc3ccccc3c2s1)c1ccc(N2CCCCC2)c([N+](=O)[O-])c1 | -11.4 | -11.6 | -0.8 | 18.6 | 1.0 | -5.0 | 1.1 | 0.1 | -3.5
CCCc1ccc(OCCNC(=O)C2CCCCC2)cc1 | -10.3 | -6.9 | -1.6 | 14.6 | 8.0 | -13.3 | -1.7 | 0.1 | -7.4
COC(=O)c1[nH]c2ccc(F)cc2c1NS(=O)(=O)c1ccc(F)c(C)c1 | -2.4 | 16.4 | -6.2 | -6.9 | 0.7 | -4.9 | 22.8 | 2.1 | -7.8
CN(C)CCNC(=O)C(=O)c1c(-c2ccccc2)cc2ccccn12 | -1.1 | -1.4 | -2.8 | 7.3 | 0.7 | -5.1 | 1.9 | -0.7 | -9.9
Brc1ccc(-c2cn3ccccc3n2)s1 | -4.0 | -12.4 | -12.4 | -2.1 | 10.1 | -3.5 | -3.0 | 0.0 | -5.0
O=c1[nH]c(C2CCN(S(=O)(=O)c3ccc4c(c3)OCCO4)CC2)nc2c1nnn2Cc1ccc(F)cc1 | -10.4 | -7.2 | 2.6 | 0.3 | -0.8 | -14.1 | -10.2 | -0.1 | -6.9
Cn1c(=O)oc2cc(S(=O)(=O)N3CCC(C(=O)N4CC=C(c5ccccc5)CC4)CC3)ccc21 | 5.1 | -8.5 | . | -11.5 | 0.8 | . | 9.1 | 0.7 | 0.5
NNC(=O)COc1ccc(C(F)(F)F)cc1 | 2.2 | -0.5 | -4.8 | 1.6 | 9.0 | -8.8 | -4.0 | 0.2 | -4.9
COc1ccccc1NC(=O)CSc1nnnn1-c1ccc(F)cc1 | 7.7 | -2.1 | -6.4 | -23.0 | 2.9 | -13.4 | -8.3 | -0.1 | -1.5
O=C(NCc1nnnn1-c1ccc(F)c(F)c1)c1ccc2ccccc2c1 | 1.3 | -2.8 | -12.7 | -12.8 | 4.3 | -6.6 | -12.4 | 1.1 | 0.8
CCCC(=O)Nc1ccc(C)c(O)c1 | -11.0 | -37.6 | -16.7 | 15.6 | 5.2 | 0.0 | -15.7 | 0.1 | -1.4
O=C(Nc1ccc(Br)cn1)c1ccc([N+](=O)[O-])o1 | 2.5 | 0.6 | -2.3 | 12.0 | 2.5 | -6.2 | -7.6 | 0.2 | -5.0
O=C(NC1CC(=O)N(c2ccc3c(c2)OCCO3)C1)N1CCCCC1 (configuration not stated) | -8.1 | -6.0 | 6.4 | 1.4 | 2.9 | -23.6 | -18.3 | 0.5 | -3.5
O=C(CCc1nnc(CCCCc2ccccc2)o1)NCCN1CCOC1=O | -14.3 | 0.6 | -7.1 | 5.6 | 0.8 | 0.0 | -4.6 | 0.5 | -2.1
Clc1ccc2nc(N3CCCCC3)sc2c1 | -4.4 | -6.2 | -4.1 | 8.9 | -0.1 | -5.9 | -10.0 | -0.3 | -9.7
COc1cc(C(=O)NC(=S)N2CCCCCC2)cc(OC)c1OC | -16.1 | -4.6 | -2.2 | 11.6 | 4.0 | -11.6 | -14.6 | 1.0 | -3.2
COc1ccc(CCN2CC(C(=O)NCCN3CCOC3=O)CCC2=O)cc1 (configuration not stated) | -15.9 | -0.7 | 6.1 | 5.1 | 0.7 | -10.4 | -17.6 | 0.8 | -1.6
Cn1cnnc1SCC(=O)NN1C(=O)NC(C)(c2ccccc2)C1=O (configuration not stated) | -7.4 | -4.5 | -1.1 | 20.1 | 0.8 | 5.6 | -9.6 | 0.8 | -2.9
COc1ccc(-n2c(CCc3ccccc3)nnc2SCC(=O)NCc2ccccc2)cc1 | -8.6 | -4.9 | -16.7 | 14.9 | 5.0 | -12.6 | -6.5 | 2.0 | -4.3
COC(=O)c1ccccc1NC(=O)C1CC=CCC1C(=O)O (configuration not stated) | -18.2 | -5.0 | -16.5 | 8.5 | 2.1 | -8.9 | -12.6 | 0.5 | -2.4
COc1ccc(Cl)cc1NC(=O)COC(=O)CCc1cc(OC)c(OC)c(OC)c1 | -15.7 | -4.1 | -6.7 | -3.0 | 0.4 | -5.8 | -10.2 | 4.1 | -3.1
O=C(CN1CCCc2ccccc21)NC(=O)NC1CCCCC1 | 0.1 | 6.8 | -20.7 | -5.5 | 1.3 | -8.8 | -33.3 | 5.4 | -7.2
CC(C)=NOc1nc(N(C)C)nc(N2CCOCC2)n1 | 7.1 | -1.8 | 7.7 | -21.6 | 2.4 | -1.6 | -53.7 | 0.2 | 0.9
O=C1NC(c2ccccc2)N=C2Oc3ccccc3C=C12 (configuration not stated) | -1.6 | -8.9 | . | -13.3 | 3.6 | . | 3.9 | -0.3 | -2.1
COc1cccc(C(=O)Nc2ccccc2F)c1 | -8.7 | -4.3 | 6.3 | 17.7 | 11.8 | -7.0 | -4.6 | 0.5 | -4.8
COc1ccc(C(NC(=O)C2CCN(CCCc3ccccc3)CC2)c2ccccn2)cc1 (configuration not stated) | -7.3 | -2.8 | . | 24.0 | . | . | . | 0.8 | -8.0
C=Cc1ccc(Cn2c(=O)n(C)c(=O)c3sccc32)cc1 | 6.8 | -1.7 | -8.3 | 2.1 | 5.2 | -1.3 | 12.8 | 7.4 | 2.5
CC(C)(C)NS(=O)(=O)c1ccc(NC(=O)C(Sc2ccccc2)c2ccccc2)cc1 (configuration not stated) | -4.4 | -8.0 | -2.3 | 23.8 | 22.5 | 3.3 | 8.2 | 2.4 | -4.4
COc1ccc(Nc2nc(C)nc3sc4c(c23)CCC4)cc1O | -7.8 | -1.2 | -7.1 | 14.8 | 2.9 | -32.9 | -1.3 | 0.7 | -6.9
CN(C(=O)c1ccc2c(c1)OCO2)C1CCCCC1 | -9.0 | 10.7 | -8.4 | -13.7 | -0.9 | -3.5 | -7.8 | 0.5 | -3.0
CCOC(=O)N1CCC(=NNC(=O)c2cc3ccccc3cc2O)CC1 | -7.3 | 6.5 | -7.2 | 9.2 | -0.7 | 12.4 | -0.6 | 1.3 | -2.9
Cc1ccn2c(CC(C)(C)C)c(-c3ccc(F)cc3)nc2c1 | -17.0 | -5.9 | . | 15.7 | -1.9 | . | -21.2 | 0.7 | -6.1
C[C@]12CCC(=O)CC1CCC1C2CC[C@@]2(C)C1CC[C@@]21CCO1 (some centres not stated) | -10.7 | -4.2 | -16.5 | -10.1 | 1.9 | 2.9 | 14.3 | 6.7 | -5.5
C[C@@H]1CN([C@H](C)CO)C(=O)c2cccc(NC(=O)c3ccncc3)c2O[C@@H]1CN(C)Cc1ccc(C(=O)O)cc1 | -14.2 | -6.4 | -3.8 | 6.1 | 7.9 | -8.8 | 0.2 | 0.7 | -2.4

Arranged by SMILES length (largest number first): part of the list above
SMILES | CHO-K1 Ca antag | CHRM1 antagonist | OXTR potentiator | CHO-K1 Ca PAM | TAAR1 ag | CHO parental Ca | TAAR1 antag | M1 ag parental | M1 ag
O=C(NC1CC(=O)N(c2ccc3c(c2)OCCO3)C1)N1CCCCC1 (configuration not stated) | -8.1 | -6.0 | 6.4 | 1.4 | 2.9 | -23.6 | -18.3 | 0.5 | -3.5
O=C1NC(c2ccccc2)N=C2Oc3ccccc3C=C12 (configuration not stated) | -1.6 | -8.9 | . | -13.3 | 3.6 | . | 3.9 | -0.3 | -2.1
Clc1ccc2nc(N3CCCCC3)sc2c1 | -4.4 | -6.2 | -4.1 | 8.9 | -0.1 | -5.9 | -10.0 | -0.3 | -9.7

New compounds follow:
SMILES | CHO-K1 Ca antag | CHRM1 antagonist | OXTR potentiator | CHO-K1 Ca PAM | TAAR1 ag | CHO parental Ca | TAAR1 antag | M1 ag parental | M1 ag
Cn1c(=O)c2cn(Cc3ccc(Cl)cc3)cc2n(C)c1=O | -29.9 | -1.7 | 0.4 | 16.4 | 2.5 | 15.3 | -0.8 | 1.6 | -5.2
O=C(COC(=O)/C=C/c1cccc(C(F)(F)F)c1)Nc1cccc(S(=O)(=O)NC2=NCCC2)c1 | -5.9 | 0.9 | . | 6.4 | 0.8 | . | 8.3 | 0.6 | 1.7
COC(=O)c1ccc(C(=O)N2CCCC(N3CCN(c4ccc(F)cc4)CC3)C2)nc1 (configuration not stated) | -2.3 | -8.2 | -7.5 | -15.9 | -1.2 | -7.9 | -13.7 | -0.1 | -5.2
CC(C)N1CCCC(C)(C(=O)Nc2nc3ccccc3[nH]2)C1 (configuration not stated) | -1.2 | -24.1 | . | -4.8 | 0.7 | . | -26.0 | -0.1 | -2.2
CCOC(=O)N1CCN(C(=O)c2c[nH]c3ccc(S(=O)(=O)N(C)c4cccc(C)c4)cc3c2=O)CC1 | -6.7 | -9.7 | -3.4 | 1.4 | 5.0 | 3.3 | -0.6 | 0.5 | 3.6
O=C(COc1ccccc1)Nc1ccc(N2CCCCC2)cc1 | -2.2 | -9.3 | 3.5 | 1.1 | 0.0 | 2.9 | -11.6 | -0.2 | -4.8
CC(C(=O)OCC(=O)N(C)C1(C#N)CCCCC1)N1C(=O)c2ccccc2C1=O (configuration not stated) | 7.0 | 1.2 | -4.1 | -1.5 | 0.9 | -8.1 | -14.6 | -0.1 | -7.7
Cc1ccc(S(=O)(=O)CC(=O)Nc2nc(C(C)(C)C)cs2)cc1 | -2.1 | -15.8 | -3.3 | 7.9 | -4.6 | -19.8 | -21.6 | -0.1 | -10.6
CCOc1ccc(NC(=O)CN(C)C(=O)c2ccccc2SCc2c(C)noc2C)cc1OCC | 4.9 | -8.3 | 1.7 | -0.6 | 0.3 | -29.1 | 1.9 | 2.6 | -5.8
CCOC(=O)CC(NC(=O)CCc1c(C)nc2nc(C)nn2c1C)c1ccc(C)cc1 (configuration not stated) | -13.9 | -7.2 | -6.2 | 18.4 | 0.4 | -14.2 | 1.5 | 1.1 | -4.7
COC(=O)Cc1ccc(N(Cc2ccccc2F)S(=O)(=O)c2ccc(C)cc2)cc1 | -10.6 | -6.5 | -18.3 | -6.6 | 8.0 | 6.7 | 12.2 | 1.1 | -7.4
CCc1c(C)nc2ncnn2c1N1CCCC(C(=O)NCc2ccc3c(c2)OCO3)C1 (configuration not stated) | -7.6 | 8.4 | -2.4 | 19.6 | 0.1 | -15.8 | 9.2 | 0.1 | -8.2
